IL2 activator – activators of IL-2; actives 0.065% (n = 360,000); IL-2 activation reporter assay, cell-based qHTS; stimulated with anti-CD3/CD4/CD28 beads; in transgenic mouse T cells; activation, % (series mostly up to about 46 µM); in the data active = activation above about 50%; also: 0% is about no effect
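Screening format: compound pinned onto unstimulated transgenic mouse T cells, 60 min incubation, then anti-CD3/anti-CD4/anti-CD28 bead stimulation for 18 hours at 37 degrees C, followed by EGFP and DsRed detection.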
D3 ag – activates the human D3 dopamine receptor; D3R DiscoveRx beta-arrestin cells, luminescence, 90 min; P35462; actives 0.58% (n = 410,000); AID 652048; max activation, %; in the data active = max activation above about 30%; also: 0% is about no effect; mostly tested at two doses, the higher about 12 µM
Target sequence (P35462 whole entry, looked up): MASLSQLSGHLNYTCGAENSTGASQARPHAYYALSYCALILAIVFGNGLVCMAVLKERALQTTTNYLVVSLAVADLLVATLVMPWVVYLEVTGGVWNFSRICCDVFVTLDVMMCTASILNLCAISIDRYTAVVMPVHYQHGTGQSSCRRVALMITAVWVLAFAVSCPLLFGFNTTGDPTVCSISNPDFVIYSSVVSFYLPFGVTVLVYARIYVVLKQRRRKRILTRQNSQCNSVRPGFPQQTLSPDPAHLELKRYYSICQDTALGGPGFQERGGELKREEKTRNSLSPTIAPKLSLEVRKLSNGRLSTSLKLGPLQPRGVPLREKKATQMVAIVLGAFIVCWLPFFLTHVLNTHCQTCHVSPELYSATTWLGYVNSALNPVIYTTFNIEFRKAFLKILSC
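Agonist mode: compounds and dopamine controls were applied to plated cells for 90 min at 37 degrees C after an overnight attachment at 1500 cells/well. Luminescent read-out followed 30 - 60 minutes at room temperature with DiscoveRx detection reagent.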
GLP-1R agonist – activates the human GLP-1 receptor; Potency, µM (top dose mostly 45.6 µM), inactives show at the highest dose activation, most hits filed as activators; P43220; HEK293 GLP-1R CRE-luciferase, luminescence, 4-6 h; cells express a hypersensitive GLP-1R form; actives 0.007% (n = 380,000); AID 624172; also: potency is read from the fitted curve at half-maximal effect; % of control where 0% means no effect
Target sequence (P43220 whole entry, looked up): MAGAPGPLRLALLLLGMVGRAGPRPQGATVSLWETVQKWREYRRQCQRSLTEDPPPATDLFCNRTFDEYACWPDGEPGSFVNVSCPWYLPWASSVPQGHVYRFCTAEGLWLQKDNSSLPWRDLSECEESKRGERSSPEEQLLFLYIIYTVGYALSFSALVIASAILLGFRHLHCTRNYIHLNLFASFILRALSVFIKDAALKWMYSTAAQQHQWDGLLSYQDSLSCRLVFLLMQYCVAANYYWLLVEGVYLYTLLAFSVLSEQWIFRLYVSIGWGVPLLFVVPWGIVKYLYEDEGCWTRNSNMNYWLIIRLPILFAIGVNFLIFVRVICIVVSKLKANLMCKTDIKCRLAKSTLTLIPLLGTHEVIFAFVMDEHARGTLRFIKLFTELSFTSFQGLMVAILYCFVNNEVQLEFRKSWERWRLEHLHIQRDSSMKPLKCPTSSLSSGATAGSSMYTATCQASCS
PLK1 PBD inh – PLK1 (human) polo-box domain binding inhibition | actives 2.8% (n = 360,000) | Potency, µM, for the others: max response, negative = inhibition, hits mostly inhibitors | Plk1 PBD binding of FITC phosphopeptide, fluorescence polarization | P53350; also: potency is read from the fitted curve at half-maximal effect; series mostly up to about 57 µM; % is scaled to controls: 0 for no effect and ±100 for the full control effect; nearly all actives have a fitted effect of over 65% in size
* marks the source's active call; other numbers are inactive results; x = not tested or not shown; & = joins results of further samples. Unless noted, calls follow the shape of the dose curve; as a rule, active = well fitted curve in the direction sought with a large enough effect; inconclusive = small, poorly fitted or top-dose-only effect, or another doubt; inactive = no such curve, though single readings can be large; an effect the other way counts as inactive or inconclusive.

Value order: IL2 activator | D3 ag | GLP-1R agonist | PLK1 PBD inh
C[C@@H]1C[C@H]2[C@@H]3CCC4=CC(=O)C=C[C@]4(C)[C@@]3(F)[C@@H](O)C[C@]2(C)[C@@]1(O)C(=O)COC(=O)c1cccc(S(=O)(=O)O)c1
→ x | 6.5 | x | x
CC1(C)[C@H]2CC[C@]1(C)[C@H](O)C2
→ x | -7.8 | x | x
CC(=O)[C@@]1(O)CC[C@H]2[C@@H]3C=C(Cl)C4=CC(=O)[C@@H]5C[C@@H]5[C@]4(C)[C@H]3CC[C@@]21C
→ x | 10.7 | x | x
c1ccc(C(O[C@H]2CCCN(CCc3ccc4c(c3)OCO4)C2)c2ccccc2)cc1
→ x | -25.1 | x | x
CC(O)[C@H]1CC[C@H]2[C@@H]3CC[C@@H]4C[C@@H](O)CC[C@]4(C)[C@H]3CC[C@]12C (some centres not stated)
→ x | 12.7 | x | x
CCC1OC(=O)C[C@@H](O)[C@H](C)[C@@H](O[C@@H]2O[C@H](C)C[C@H](N(C)C)[C@H]2O)[C@@H](CC=O)C[C@@H](C)C(=O)/C=C/[C@]2(C)OC2C1C (some centres not stated)
→ x | -9.2&-0.1 | x | x
c1ccc2cc(C3=NCCN3)ccc2c1
→ x | -15.2 | x | x
CNC(=O)CN(CCN(CCN(CC(=O)[O-])CC(=O)NC)CC(=O)[O-])CC(=O)[O-].O.[Gd+3]
→ x | -10.0&5.5 | x | x
CC1(C)OC[C@@H]2O[C@@]3(C(=O)O)OC(C)(C)O[C@H]3[C@@H]2O1
→ x | 3.6 | x | x
CO[C@@]1(NC(=O)C(C(=O)O)c2ccc(O)cc2)C(=O)N2C(C(=O)O)=C(CSc3nnnn3C)CO[C@@H]21 (some centres not stated)
→ x | 4.9 | x | x
CC1CCC(NC(=O)C2CCC(CNS(=O)(=O)c3ccc4c(c3)C(C)(C)C(=O)N4C)CC2)CC1 (configuration not stated)
→ x | x | x | 1.8%
CCCc1cc(=O)oc2c3c(cc(OCC(=O)N4CCC(C(=O)O)CC4)c12)OC(C)(C)CC3
→ x | x | x | 5.5%
Cc1ccc2oc3c(SCc4nc5ccccc5[nH]4)nc(C)nc3c2c1
→ -2.4 | x | -0.3% | x
CCC(=O)NC(c1ccco1)c1cc(Br)c2cccnc2c1O (configuration not stated)
→ 1.1 | x | 8.0% | x
COc1nc(-c2ccc3c(c2)OCO3)n(-c2ccc(NC(=O)CSc3ccccc3)cc2)n1
→ -2.2 | x | 17.9% | x
Cc1noc(C)c1-c1ccc2ncnc(NC(C)c3ccco3)c2c1 (configuration not stated)
→ -0.4 | x | 21.9% | x
CN1CCN(CC(=O)N2c3ccc(S(=O)(=O)NCCNC(=O)OC(C)(C)C)cc3C(=O)Nc3cccnc32)CC1
→ 0.4 | x | 5.4% | x
Cc1csc(CNc2ncnc3ccc(-c4ccc5c(c4)OCCO5)cc23)c1
→ -0.6 | x | 1.0% | x
CC(=O)NC(c1ccco1)c1cc(Cl)c2cccnc2c1O (configuration not stated)
→ -0.3 | x | 6.4% | x
O=C(OCC#CCSc1nnc(-c2cccc3ccccc23)o1)c1ccc2ccccc2c1
→ 0.3 | x | 1.3% | x
Cc1nc(Nc2ccc(Br)cc2Br)c([N+](=O)[O-])c(=O)[nH]1
→ 1.2 | x | 5.3% | x
CCOc1ccccc1CNc1ncnc2ccc(-c3c(C)noc3C)cc12
→ -0.6 | x | -6.2% | x
O=S(=O)(Nc1ccc(O)c2ncccc12)c1ccccc1F
→ -0.7 | x | 19.0% | x
COc1ccccc1CN1C(=O)[C@@H]2Cc3c([nH]c4ccccc34)C(C)(C)N2C1=O
→ -0.7 | x | 5.1% | x
O=S(=O)(NCC1CCC(NS(=O)(=O)c2c(F)cccc2F)CC1)c1ccc2c(c1)OCCO2 (configuration not stated)
→ 0.3 | x | -1.3% | x
COc1cccc(-c2nc(SC)nc3sc(C(=O)NC(C)(C)C)c(N)c23)c1
→ -0.2 | x | 12.8% | x
O=C1c2ccccc2NC(c2ccc(Br)o2)N1O (configuration not stated)
→ 1.3 | x | -3.8% | x
COc1cccc(CN2C(=O)[C@@H]3Cc4c([nH]c5ccccc45)C(C)(C)N3C2=O)c1
→ -0.8 | x | 0.5% | x
Cc1nc(N)c2c(Cc3cccc4ccccc34)nn(C(C)(C)C)c2n1
→ 0.1 | x | 14.6% | x
Cc1nc(SCc2nc3ccccc3[nH]2)c2oc3cc([N+](=O)[O-])ccc3c2n1
→ -0.4 | x | -11.2% | x

Quoted at random: two compounds from above
Value order: IL2 activator | D3 ag | GLP-1R agonist | PLK1 PBD inh
O=C(OCC#CCSc1nnc(-c2cccc3ccccc23)o1)c1ccc2ccccc2c1
→ 0.3 | x | 1.3% | x
O=S(=O)(NCC1CCC(NS(=O)(=O)c2c(F)cccc2F)CC1)c1ccc2c(c1)OCCO2 (configuration not stated)
→ 0.3 | x | -1.3% | x

Sorted by number of heavy atoms (low to high): 4 of the compounds above
Value order: IL2 activator | D3 ag | GLP-1R agonist | PLK1 PBD inh
c1ccc2cc(C3=NCCN3)ccc2c1
→ x | -15.2 | x | x
O=C1c2ccccc2NC(c2ccc(Br)o2)N1O (configuration not stated)
→ 1.3 | x | -3.8% | x
CC1(C)OC[C@@H]2O[C@@]3(C(=O)O)OC(C)(C)O[C@H]3[C@@H]2O1
→ x | 3.6 | x | x
Cc1ccc2oc3c(SCc4nc5ccccc5[nH]4)nc(C)nc3c2c1
→ -2.4 | x | -0.3% | x

(list continues)
Value order: IL2 activator | D3 ag | GLP-1R agonist | PLK1 PBD inh
NC(=O)C1CCN(c2nc(-c3ccccc3C(F)(F)F)cs2)CC1
→ 0.5 | x | 12.0% | x
Cn1c2ccsc2c2ncn(Cc3ccc(F)cc3)c(=O)c21
→ 0.3 | x | 13.2% | x
CCC(=O)NC(c1cc(Cl)c2cccnc2c1O)C1CC1 (configuration not stated)
→ -0.5 | x | 13.7% | x
O=S(=O)(c1ccc2c(c1)C(O)c1ccccc1CC2)C(F)(F)F (configuration not stated)
→ -0.8 | x | 6.4% | x
O=C(O)c1ccc(-c2noc(-c3ccccc3Cl)n2)cc1
→ 0.1 | x | -3.3% | x
COc1ccc(Nc2nc(N3CCCC3)nc(N3CCOCC3)n2)cc1
→ -0.4 | x | 4.1% | x
C[C@H]1CN(S(=O)(=O)c2ccc3c(c2)OCCO3)CCN1S(=O)(=O)c1c(F)cccc1F
→ 0.5 | x | 1.3% | x
CCC(=O)NC(C)c1cc(Cl)c2cccnc2c1O (configuration not stated)
→ -0.3 | x | -6.1% | x
CN(C)c1cccc(-c2csc(N3CCC(C(N)=O)CC3)n2)c1
→ -2.7 | x | 10.5% | x
O=c1c2ccccc2nc2sc(Nc3cccc(Cl)c3)nn12
→ 0.0 | x | 1.8% | x
Cc1ccc2nc(NC3=NC4(CCCC4)C4=C(CCCC4=O)N3)oc2c1
→ -0.8 | x | -4.8% | x
COc1ccc(C2=Nn3c(nnc3-c3ccccc3C(F)(F)F)SC2)cc1OC1CCOC1 (configuration not stated)
→ -2.6 | x | 16.2% | x
Fc1ccccc1-c1nc(-c2ccc(-c3nn[nH]n3)cc2)no1
→ 0.8 | x | 6.9% | x
C=CCNc1oc(-c2cccc(F)c2)nc1C#N
→ -0.8 | x | -3.4% | x
Oc1cc(-c2cccnc2)cc2cccnc12
→ -0.6 | x | 17.2% | x
COc1ccc(OC)c(-c2nnc3n2N=C(c2ccc(OC)c(OC4CCCC4)c2)CS3)c1
→ -0.5 | x | 16.7% | x
c1ccc(Nc2nc(N3CCCC3)nc(N3CCOCC3)n2)cc1
→ -0.5 | x | 6.6% | x
C=CCNc1oc(-c2cccc(Cl)c2)nc1C#N
→ -0.9 | x | 4.4% | x
O=S(=O)(c1ccc2c(c1)OCCO2)N1C[C@@H]2C[C@H]1CN2S(=O)(=O)c1c(F)cccc1F
→ -0.5 | x | -1.2% | x
Clc1cccc(-c2ccc3ncnc(NCc4cccnc4)c3c2)c1
→ -2.7 | x | 2.7% | x
O=C1NC(O)(c2ccccc2)Oc2ccccc21 (configuration not stated)
→ 0.2 | x | 3.3% | x
O=S(=O)(c1cccc(C(F)(F)F)c1)N1CCN(S(=O)(=O)c2ccc3c(c2)OCCO3)CC1
→ -0.9 | x | -0.1% | x
NC(=O)C1CCN(c2nc(-c3ccc4ccccc4c3)cs2)CC1
→ 0.4 | x | 2.0% | x
CN(Cc1ccco1)c1ncnc2ccc(-c3ccoc3)cc12
→ -1.7 | x | -1.7% | x
COc1ccc(C2=Nn3c(nnc3-c3ccccc3OC)SC2)cc1OC1CCCC1
→ -0.5 | x | 22.3% | x
O=C(O)c1cc(-c2ccccc2)n[nH]1
→ 0.0 | x | 0.4% | x
Cc1csc(CNc2ncnc3ccc(-c4cccnc4)cc23)c1
→ -0.2 | x | -6.4% | x
O=S(=O)(c1ccc2ccccc2c1)N1CCN(S(=O)(=O)c2c(F)cccc2F)CC1
→ -0.5 | x | -4.6% | x
CC1(C)c2[nH]c3ccccc3c2C[C@@H]2C(=O)N(Cc3ccccc3)C(=O)N21
→ 0.2 | x | -2.1% | x
CC(C)c1cn(C2OC(COC(=O)c3ccccc3)C(OC(=O)c3ccccc3)C2OC(=O)c2ccccc2)c(=O)[nH]c1=O (configuration not stated)
→ 0.0 | x | 0.3% | x

In the list so far, five contain a COOH group:
Value order: IL2 activator | D3 ag | GLP-1R agonist | PLK1 PBD inh
CC1(C)OC[C@@H]2O[C@@]3(C(=O)O)OC(C)(C)O[C@H]3[C@@H]2O1
→ x | 3.6 | x | x
CO[C@@]1(NC(=O)C(C(=O)O)c2ccc(O)cc2)C(=O)N2C(C(=O)O)=C(CSc3nnnn3C)CO[C@@H]21 (some centres not stated)
→ x | 4.9 | x | x
CCCc1cc(=O)oc2c3c(cc(OCC(=O)N4CCC(C(=O)O)CC4)c12)OC(C)(C)CC3
→ x | x | x | 5.5%
O=C(O)c1ccc(-c2noc(-c3ccccc3Cl)n2)cc1
→ 0.1 | x | -3.3% | x
O=C(O)c1cc(-c2ccccc2)n[nH]1
→ 0.0 | x | 0.4% | x

Other structures follow:
Value order: IL2 activator | D3 ag | GLP-1R agonist | PLK1 PBD inh
Oc1cc(Nc2cccnc2)cc2cccnc12
→ -3.6 | x | 4.1% | x
NC(=O)C1CCN(c2nc(-c3ccccc3-c3ccccc3)cs2)CC1
→ -0.9 | x | 9.8% | x
Cn1nnnc1Sc1ncnc2scc(-c3ccc(Br)cc3)c12
→ -0.8 | x | -13.0% | x
CC(=O)c1ccccc1-c1csc2ncnc(Sc3nnnn3C)c12
→ -0.2 | x | 9.9% | x
OCCNc1nc(Nc2ccccc2C(F)(F)F)nc(N2CCCC2)n1
→ -0.4 | x | 0.0% | x
O=S(=O)(c1ccc2c(c1)OCCO2)N1CCN(S(=O)(=O)c2ccco2)CC1
→ 0.8 | x | -5.1% | x
Cc1cc(Nc2cc(Cl)nc(Sc3ccc(NC(=O)C4CC4)cc3)n2)n[nH]1
→ 0.5 | x | 10.6% | x
CCOC(=O)CCC(=O)Nc1ncnc2c1C(c1ccccc1)c1c(ccc3ccccc13)O2 (configuration not stated)
→ 0.1 | x | -3.1% | x
CC(=O)Nc1ccc(S(=O)(=O)N2CCN(c3ccc(C(C)=O)cc3)CC2)cc1
→ -0.7 | x | 3.8% | x
Cn1c2cc(C#N)sc2c2cnn(Cc3ccc(F)cc3)c(=O)c21
→ -0.3 | x | 2.1% | x
COc1ccc(OC)c(NC(=O)c2ccccc2OC(C)=O)c1
→ 0.4 | x | -3.1% | x
COC(=O)c1cccc(-c2noc(-c3ccccc3F)n2)c1
→ 0.3 | x | -5.8% | x
COc1cccc(Nc2ccc(N3CCCCC3)cc2)c1OC
→ -0.7 | x | 20.3% | x
CCNc1nc(C#N)nc2c1ncn2-c1cc(F)cc(F)c1
→ 0.0 | x | 5.1% | x
O=C(O)c1ccc(-c2noc(-c3cccc(C(F)(F)F)c3)n2)cc1
→ -0.5 | x | -3.6% | x
Cc1csc(CNc2ncnc3ccc(-c4ccccc4Cl)cc23)c1
→ 0.9 | x | 7.0% | x
CCOC(=O)c1ccc(-c2ccc3ncnc(NCc4csc(C)n4)c3c2)o1
→ -1.0 | x | 8.4% | x
O=Cc1ccc(N2CCN(S(=O)(=O)c3ccc4c(c3)CC(=O)N4)CC2)cc1
→ 0.1 | x | -1.4% | x
COC1(OC)C=CC(=O)C=C1NC(=O)c1ccccc1OC(C)=O
→ 0.2 | x | -7.3% | x
Cn1nnnc1Sc1ncnc2scc(-c3cccc(Br)c3)c12
→ -0.4 | x | -1.2% | x
O=C(CNC(=O)C1CCCCC1)OC(C(=O)c1ccccc1)c1ccccc1 (configuration not stated)
→ -2.0 | x | -3.5% | x

Only part of the results is shown, so the mix of outcomes need not match the whole.
